Screens: PubChem BioAssay, Sanford-Burnham Center for Chemical Genomics
GRIN3A LBD mod: modulators (binders) of human NR3A ligand-binding domain. 340,000 compounds, 2.5% hits. Tm shift relative to glycine control, % at 25 µM. AID 1259313. NR3A LBD differential scanning fluorimetry, Tm shift; 0% = protein alone, 100% = glycine-bound protein;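 active means melting temperature shift of at least 10% of the positive control shift, at one fixed dose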
mIAP inh: blocks mouse intestinal alkaline phosphatase; 330,000 compounds, 0.2% hits; inhibition, % at 10 µM; AID 2806; purified mouse IAP, CDP-Star luminescence, 30 min;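 active means inhibition of at least 40% at 10 µM in the primary screen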;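 further: plate controls were DMSO with enzyme for no effect and no enzyme wells for full effect; values of inactives mirror those of a sister screen read the other way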
hIAP inh: human IAP inhibition; P09923; inhibition, % at 10 µM; AID 2544; 330,000 compounds, 0.12% hits; purified IAP, CDP-Star luminescence, 30 min;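 active means inhibition reaching a set limit with compound at 10 µM in the primary screen, cut at about 35% in these data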;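 further: plate controls were DMSO wells with enzyme for no effect and no-enzyme buffer wells for full effect; values of inactives mirror those of a sister screen read the other way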
mIAP activ: increases mouse intestinal alkaline phosphatase activity | muIAP, CDP-Star luminescence, 30 min; stronger effect = higher value; 1 = vehicle-only enzyme signal, 0 = enzyme-free wells | activation factor at 10 µM | 330,000 compounds, 0.24% hits | AID 2805;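 active means activation factor of at least 2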; further: the source names both 10 and 20 µM as test concentration; values of inactives mirror those of a sister screen read the other way
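Assay system: mouse IAP enzyme / Compound: DMSO-dissolved test compounds / Timing: 30 min, room temperature / Measured by: luminescence from enzymatic CDP-Star hydrolysis / Control set: DMSO-only wells, enzyme-free buffer wells as negative control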
APOBEC3A inh: inhibitors of human APOBEC3A DNA deaminase; P31941; recombinant A3A, FAM/TAMRA ssDNA deamination fluorescence; inhibition, % at 20 µM; 330,000 compounds, 0.41% hits; AID 493011;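 active means at least 40% inhibition at 20 µM here, with at most 30% in a related deaminase screen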;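 further: plate controls were A3A with DMSO for no effect and wells lacking A3A enzyme for full effect; some results filed as inactive read as strong as hits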
Target sequence (P31941 whole entry, looked up): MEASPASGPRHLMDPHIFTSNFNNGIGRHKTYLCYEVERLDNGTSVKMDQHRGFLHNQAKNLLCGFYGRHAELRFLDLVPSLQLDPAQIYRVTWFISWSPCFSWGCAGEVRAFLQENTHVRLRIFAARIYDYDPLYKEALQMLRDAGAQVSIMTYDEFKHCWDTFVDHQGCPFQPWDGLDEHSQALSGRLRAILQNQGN
A3G deaminase: APOBEC3G (human) deaminase inhibition. Q9HC16. inhibition, % at 20 µM. recombinant A3G, ssDNA deamination FAM/TAMRA fluorescence. AID 493012. 330,000 compounds, 0.28% hits;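 active means inhibition of at least 40% at 20 µM, with no more than 30% in the related APOBEC3A deaminase screen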;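 further: plate controls were DMSO wells with A3G for no effect and wells lacking A3G enzyme for full effect; some compounds called inactive have numbers as strong as hits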
Target sequence (Q9HC16 whole entry, looked up): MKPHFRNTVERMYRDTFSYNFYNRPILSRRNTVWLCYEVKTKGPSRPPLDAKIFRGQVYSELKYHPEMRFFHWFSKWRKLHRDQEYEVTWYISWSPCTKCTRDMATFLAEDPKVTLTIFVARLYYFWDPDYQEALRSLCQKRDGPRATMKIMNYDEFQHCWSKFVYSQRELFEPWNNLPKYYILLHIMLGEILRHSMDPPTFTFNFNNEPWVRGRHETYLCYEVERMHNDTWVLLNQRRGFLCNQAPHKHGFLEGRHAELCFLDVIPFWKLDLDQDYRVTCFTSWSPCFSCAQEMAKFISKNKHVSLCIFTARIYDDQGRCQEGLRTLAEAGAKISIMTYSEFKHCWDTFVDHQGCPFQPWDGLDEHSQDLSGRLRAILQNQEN
hIAP activ: human IAP activation; purified human IAP, CDP-Star luminescence, 30 min; stronger effect = higher value; 1 = vehicle-only enzyme, 0 = enzyme-free background; activation factor at 10 µM; 330,000 compounds, 0.16% hits;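 active means activation factor of the enzyme at least 2-fold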; further: the source names both 10 and 20 µM as test concentration; values of inactives mirror those of a sister screen read the other way
beta cell repl: inducers of beta-cell replication in MIN6 cells | MIN6 cells proliferation, ATPlite luminescence, 48 h; cells starved in 0.2% serum; 100% = growth in 10% serum | proliferation, % at 10 µM | 330,000 compounds, 0.29% hits | AID 2380;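 active means compounds whose signal lies at least 3.5 SD above the mean of all wells on their plate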;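 further: 0% = DMSO-treated cells in low-serum medium and 100% = 10% serum control; some compounds called inactive have numbers as strong as hits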
MPTP inh: inhibitors of mitochondrial permeability transition pore; isolated mouse mitochondria, Ca2+ swelling absorbance, 30 min; inhibition, % at 10 µM; 360,000 compounds, 1.4% hits; AID 602449;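 active means inhibition of 50% or more, scaled per plate between neutral and stimulator controls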;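 further: 0% = DMSO wells given calcium and 100% = 1 mM EGTA wells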
* = called active by the depositor; . = no result given.

SMILES	GRIN3A LBD mod	mIAP inh	hIAP inh	mIAP activ	APOBEC3A inh	A3G deaminase	hIAP activ	beta cell repl	MPTP inh
COc1ccc(-n2nnnc2SCC(=O)N(C)C2CCS(=O)(=O)C2)cc1 (stereo unspecified)	0.4	-11.8	-7.6	1.12	-3.0	-8.2	1.08	-1.3	-1.0
COc1ccc(Nc2nc(-c3cccnc3)nc3ccccc23)cn1	-1.2	7.2	10.6	0.928	-0.9	-7.0	0.894	0.0	-1.3
Cc1c(CCC(=O)N2CCC[C@H]2C(=O)O)c(=O)oc2cc3oc4c(c3cc12)CCCC4	-1.8	-6.6	7.0	1.07	-6.0	-7.1	0.93	2.0	2.9
c1csc(-c2nc3nc4ccccc4nc3n2Cc2ccc3c(c2)OCO3)c1	-2.1	5.4	-9.4	0.946	-0.4	0.8	1.09	-2.8	-0.1
O=C(CCNS(=O)(=O)c1ccccc1)NCCCSc1ccccc1	3.7	6.8	-19.3	0.932	-3.2	-8.0	1.19	-4.2	-1.1
CCCC(=O)Nc1cccc(C(=O)Nc2nccs2)c1	-1.3	2.0	-18.9	0.98	2.9	-0.4	1.19	-0.4	1.2
CCS(=O)(=O)NCC(c1ccco1)N1CCN(c2ccccc2F)CC1 (stereo unspecified)	3.0	-4.9	-10.8	1.05	0.8	-2.6	1.11	0.2	0.7
Cn1cccc1C(=O)OCc1cc(-c2ccco2)on1	1.2	-3.4	-3.6	1.03	-2.7	-11.3	1.04	-0.8	-2.2
O=C(c1ccco1)N1CCN(C(c2ccccn2)c2nnnn2C2CCCC2)CC1 (stereo unspecified)	0.1	-10.0	-6.8	1.1	-0.7	3.1	1.07	0.4	-0.2
COC(=O)C1=C(C)N(Cc2ccccc2)C(=NCCN2CCOCC2)N[C@H]1CCc1ccccc1	-0.8	-15.0	9.8	1.15	35.7	6.2	0.902	-2.3	-1.5
CCc1ccc(N2CC(O)(c3cccs3)[N+]3=C2SCCC3)cc1 (stereo unspecified)	0.1	0.4	-9.9	0.996	-3.1	-4.6	1.1	-5.7	19.6
Cc1cc(C)c(-n2c(SCCS(=O)(=O)c3ccc(F)cc3)n[nH]c2=O)c(C)c1	-1.2	-7.1	-12.2	1.07	1.8	-2.8	1.12	-4.2	13.3
O=C(c1cnsn1)N1CCC(CO)(Cc2ccc(Cl)cc2)CC1	-1.0	12.3	-0.3	0.877	-5.1	-7.6	1	0.3	-1.1
COc1ccc(-c2noc(-c3ccccc3C(=O)Nc3cccnc3)n2)cc1	0.5	-1.5	-6.9	1.01	0.0	-1.8	1.07	-0.9	0.4
CCOC(=O)C1=C(c2ccccc2)N=c2s/c(=C\c3cccc(O)c3)c(=O)n2C1c1cccs1 (stereo unspecified)	14.1*	7.6	19.8	0.924	-4.3	-9.6	0.802	-3.7	11.2
CCc1ccccc1NC(=O)N[C@H](C(=O)O)C(C)C	1.4	-1.4	-4.8	1.01	3.3	0.2	1.05	-3.4	-3.5
CCn1c(Cc2ccccc2)nnc1SCC(=O)Nc1nc(C)c(C)s1	-0.7	6.2	6.6	0.938	0.4	-4.7	0.934	-0.6	-0.9
COc1ccc(-c2csc(NC(=O)COC(=O)C3=COCCO3)n2)cc1	-0.9	18.5	-2.0	0.815	0.7	-5.9	1.02	-2.6	-1.4
Cc1ccc(OCCC(=O)OCC(=O)Nc2ccc(Cl)cn2)cc1	0.5	7.1	0.3	0.929	10.8	1.5	0.997	2.7	-4.3
Cn1c(=O)oc2cc(S(=O)(=O)NCCC(=O)NC3CCCc4ccccc43)ccc21 (stereo unspecified)	0.3	1.7	13.1	0.983	1.2	-6.4	0.869	4.0	0.0
CC(C)CN(C(=O)CN(C)C(=O)Cc1ccccc1Cl)c1c(N)n(CC(C)C)c(=O)[nH]c1=O	-2.5	5.7	-15.1	0.943	3.4	-1.1	1.15	-1.8	-0.4
CCOC(=O)c1cc2c(=O)n3ccccc3nc2n(CC(C)C)c1=NC(=O)c1c(-c2c(F)cccc2Cl)noc1C	-32.6	8.3	14.4	0.917	0.1	0.0	0.856	-5.9	-0.6
COc1ccc(C(=O)/C=C/Nc2cccc(O)c2)cc1	18.8*	3.9	-8.3	0.961	-2.2	-4.8	1.08	-3.8	7.7
O=C(O)COc1ccccc1-c1nc(-c2ccccc2)c(-c2ccccc2)[nH]1	-2.9	1.8	-17.9	0.982	-1.3	1.1	1.18	-1.4	0.8
COc1cccc(NC(=O)c2ccccc2-c2nc(-c3ccc(F)cc3)no2)c1	-2.5	12.7	11.0	0.873	0.0	-3.9	0.89	-2.0	1.5
O=C(NC1(C(F)(F)F)C(=O)Nc2c1c(=O)[nH]c(=O)n2-c1ccccc1)c1cccnc1 (stereo unspecified)	1.5	-4.7	-18.7	1.05	0.7	0.3	1.19	-0.8	-0.7
O=C(OCc1cc2ccccc2[nH]c1=O)c1ccc([N+](=O)[O-])cc1	0.2	0.7	19.1	0.993	6.0	4.6	0.809	-0.2	1.8
C=CCOC(=O)C1=C[C@@H](c2ccc3c(c2)OCO3)C[C@@H](OCCCCO)O1	0.2	20.4	5.4	0.796	-2.1	-10.5	0.946	1.5	0.4
COc1ccc(OCC(=O)NNC(=O)c2c(-c3ccccc3Cl)noc2C)cc1	1.5	-9.3	15.0	1.09	-3.5	-8.7	0.85	-2.9	1.0
CC1=C(C(=O)OCC2CCCO2)C(c2ccc(F)cc2)NC(=O)N1 (stereo unspecified)	0.0	6.5	7.4	0.935	3.7	-3.1	0.925	-1.8	-0.4
CC1Oc2ccccc2C(=O)N(CC(=O)c2ccc3c(c2)OCCO3)C1=O (stereo unspecified)	-0.9	11.5	-24.3	0.885	-3.0	-5.9	1.24	-2.6	1.3
Cc1ccccc1S(=O)(=O)Cc1ccc(C(=O)NCCN(CC(C)C)CC(C)C)o1	2.5	-14.8	5.8	1.15	4.7	0.1	0.942	-1.4	-0.5
O=c1c(C(c2ccccc2)c2c(O)nc3n(c2=O)CCCS3)c(O)nc2n1CCCS2	0.4	14.1	4.1	0.859	6.1	-0.6	0.959	-0.6	-1.7
CC1CCCN(CCCOc2ccc(Cl)cc2Br)C1 (stereo unspecified)	0.5	7.3	3.2	0.927	-4.6	-6.7	0.968	-2.9	0.3
CCn1nc(C)cc1C(=O)N1CCc2c([nH]c3ccccc23)C1c1cc(F)ccc1F (stereo unspecified)	-0.4	-26.8	-7.0	1.27	-0.5	-2.2	1.07	-3.3	-2.9
O=Cc1c[nH]c2ccc(C(=O)c3ccccc3)cc12	-3.6	-5.4	6.1	1.05	-0.8	-1.4	0.939	-1.8	0.6
COCCCNC(=O)C1CCC(CNS(=O)(=O)c2ccc3c(c2)N(C(C)=O)CCO3)CC1 (stereo unspecified)	-0.5	3.0	-19.1	0.97	0.5	-0.7	1.19	0.5	-0.1
COC(=O)c1ccc(COC(=O)c2cccn2C)o1	-0.9	1.6	5.7	0.984	1.9	-4.3	0.943	0.0	-1.6
CCOC(=O)NCCOC(=O)Nc1ccc(Cl)cc1	-0.7	-2.7	13.2	1.03	0.8	-3.1	0.868	-2.4	-1.7
CC(=O)Nc1ccc(S(=O)(=O)Nc2nc(CN3CCOCC3)nc3sc4c(c23)CCCC4)cc1	-4.9	-1.3	-5.7	1.01	-0.9	-4.5	1.06	-0.7	-1.8
CN(CC(=O)Nc1ccccc1C(F)(F)F)C(=O)c1ccc(-c2ccc(Cl)cc2)o1	-8.6	2.4	5.1	0.976	-3.1	-6.0	0.949	-2.0	-1.0
COc1ccc(S(=O)(=O)N(C)C)cc1NCC(=O)Nc1ccc(F)cc1F	-1.1	1.2	6.4	0.988	1.7	-9.2	0.936	-3.2	19.0
Cc1cccc(OC(C)C(=O)N2CCCN(C)CC2)c1C (stereo unspecified)	0.9	5.7	5.0	0.943	-1.6	0.3	0.95	0.2	-0.4
Cc1ccc(Cl)cc1-n1ncc2c(NNC(=O)c3ccco3)ncnc21	-1.6	7.1	-140.2	0.929	3.8	3.6	2.4*	0.5	0.5
O=C(NC1CCS(=O)(=O)C1)/C(=C\c1ccccc1)NC(=O)c1ccccc1 (stereo unspecified)	-3.1	-5.9	1.4	1.06	0.3	-8.6	0.986	-1.1	-0.3
Cc1ccc(S(=O)(=O)NC(C)(C)CSc2nnc(Nc3ccccc3)s2)cc1	7.3	-10.8	11.7	1.11	6.7	1.4	0.883	-5.6	64.7*
CCN1C(=O)/C(=C/c2cn(C)nc2C)SC1=S	1.7	6.5	-4.3	0.935	3.4	-8.7	1.04	3.6	-0.9
Cc1ccc(NC(=O)Cn2nnc(C(=O)NCc3cccs3)c2N)cc1F	32.4*	4.5	-10.4	0.955	-3.2	-1.6	1.1	-1.3	-2.8
CC(NC(=O)CC(O)(C(F)(F)F)C(F)(F)F)c1ccccc1 (stereo unspecified)	.	-4.8	10.2	1.05	0.1	-1.9	0.898	-2.6	0.5
COc1cc(/C=C/C(=O)OCC(=O)NC(=O)NC(C)(C)C)ccc1O	-0.7	0.3	8.8	0.997	-1.2	-5.3	0.912	-1.6	-0.2
Cc1ccc(S(=O)(=O)N2CCN(C(=O)/C=C/c3ccccc3)CC2)cc1C	-1.2	5.6	5.2	0.944	31.3	2.7	0.948	-3.7	0.2
Cc1cc(C)c(S(=O)(=O)Nc2cccc(S(=O)(=O)N3CCOCC3)c2)c(C)c1	-16.0	-3.4	-1.7	1.03	-0.8	-5.1	1.02	1.9	15.9
CCOC(=O)NC(=O)C(=CNc1ccccc1C)C(=O)NC(=O)OCC	-1.0	-5.4	-19.4	1.05	-3.3	-8.4	1.19	1.6	3.6
CCCOC(=O)c1ccc(NC(=O)C(CC)CC)cc1	-2.0	-7.1	-3.9	1.07	1.1	-4.1	1.04	0.0	1.8
O=S(=O)(Nc1nc(CN2CCOCC2)nc2sc3c(c12)CCCC3)c1cc(F)ccc1F	-1.2	16.6	-0.4	0.834	12.7	-6.1	1	-1.0	0.7
Brc1ccc(-c2nnc(-c3ccccc3)c(N3CCSCC3)n2)cc1	-4.6	7.4	-4.0	0.926	-2.5	-3.4	1.04	-5.4	-1.9
O=C(O)Cn1ncn(-c2ccc(OC(F)(F)F)cc2)c1=O	-1.0	-1.2	5.4	1.01	-3.0	-7.2	0.946	2.0	0.4
Cn1c(=O)oc2cc(S(=O)(=O)N3CCCC3)ccc21	1.7	-2.9	10.6	1.03	-3.4	-3.6	0.894	-0.5	-0.3
CC1CCN(S(=O)(=O)c2ccc(NC(=O)C3CC3)cc2)CC1	2.0	-8.2	-2.3	1.08	-2.2	-5.3	1.02	2.2	0.4
O=C(CSc1nnc(-c2cccs2)n1Cc1ccccc1)NCc1ccc2c(c1)OCO2	-1.3	6.0	-6.5	0.94	0.2	-6.7	1.06	0.1	-0.7
CCCc1ccc(C(C)NC(=O)c2cnccn2)cc1 (stereo unspecified)	-0.2	-0.9	-13.7	1.01	-4.9	-13.1	1.14	-5.0	-0.7

Single records, as listed above. Values in the order: GRIN3A LBD mod | mIAP inh | hIAP inh | mIAP activ | APOBEC3A inh | A3G deaminase | hIAP activ | beta cell repl | MPTP inh
Cc1ccc(Cl)cc1-n1ncc2c(NNC(=O)c3ccco3)ncnc21 reads -1.6 | 7.1 | -140.2 | 0.929 | 3.8 | 3.6 | 2.4* | 0.5 | 0.5
CCc1ccc(N2CC(O)(c3cccs3)[N+]3=C2SCCC3)cc1 (stereo unspecified) reads 0.1 | 0.4 | -9.9 | 0.996 | -3.1 | -4.6 | 1.1 | -5.7 | 19.6
